# CAL PDZ FP-1: blocks peptide binding to human CAL PDZ domain; inhibition, % at 20 µM; AID 504414; actives 0.02% (n = 330,000); purified CAL PDZ, TMR-peptide fluorescence polarization, 1 h;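 active = highest replicate inhibition of at least 40%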;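 note: plate controls were DMSO neutral control wells for no effect and unlabeled competitor peptide control wells for full effect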
#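 System: purified tagged CAL PDZ domain construct (CerCALP). Schedule: 1 h incubation at room temperature before polarization reading. Medium: 25 mM sodium phosphate pH 7.4, 150 mM NaCl, TCEP, IgG, Thesit. Read-out: percent inhibition from loss of millipolarization. Measured by: FP readout, S and P plane fluorescence. Probe or stimulus: fluorescent TMR peptide probe.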
# NSD2 HMT inh: inhibitors of human histone methyltransferase NSD2; O96028; NSD2 peptide methylation, AlphaScreen, 120 min; inhibition, % at 12.5 µM; actives 0.54% (n = 310,000); in the data active = inhibition above about 50%
# Target sequence (O96028 whole entry, looked up): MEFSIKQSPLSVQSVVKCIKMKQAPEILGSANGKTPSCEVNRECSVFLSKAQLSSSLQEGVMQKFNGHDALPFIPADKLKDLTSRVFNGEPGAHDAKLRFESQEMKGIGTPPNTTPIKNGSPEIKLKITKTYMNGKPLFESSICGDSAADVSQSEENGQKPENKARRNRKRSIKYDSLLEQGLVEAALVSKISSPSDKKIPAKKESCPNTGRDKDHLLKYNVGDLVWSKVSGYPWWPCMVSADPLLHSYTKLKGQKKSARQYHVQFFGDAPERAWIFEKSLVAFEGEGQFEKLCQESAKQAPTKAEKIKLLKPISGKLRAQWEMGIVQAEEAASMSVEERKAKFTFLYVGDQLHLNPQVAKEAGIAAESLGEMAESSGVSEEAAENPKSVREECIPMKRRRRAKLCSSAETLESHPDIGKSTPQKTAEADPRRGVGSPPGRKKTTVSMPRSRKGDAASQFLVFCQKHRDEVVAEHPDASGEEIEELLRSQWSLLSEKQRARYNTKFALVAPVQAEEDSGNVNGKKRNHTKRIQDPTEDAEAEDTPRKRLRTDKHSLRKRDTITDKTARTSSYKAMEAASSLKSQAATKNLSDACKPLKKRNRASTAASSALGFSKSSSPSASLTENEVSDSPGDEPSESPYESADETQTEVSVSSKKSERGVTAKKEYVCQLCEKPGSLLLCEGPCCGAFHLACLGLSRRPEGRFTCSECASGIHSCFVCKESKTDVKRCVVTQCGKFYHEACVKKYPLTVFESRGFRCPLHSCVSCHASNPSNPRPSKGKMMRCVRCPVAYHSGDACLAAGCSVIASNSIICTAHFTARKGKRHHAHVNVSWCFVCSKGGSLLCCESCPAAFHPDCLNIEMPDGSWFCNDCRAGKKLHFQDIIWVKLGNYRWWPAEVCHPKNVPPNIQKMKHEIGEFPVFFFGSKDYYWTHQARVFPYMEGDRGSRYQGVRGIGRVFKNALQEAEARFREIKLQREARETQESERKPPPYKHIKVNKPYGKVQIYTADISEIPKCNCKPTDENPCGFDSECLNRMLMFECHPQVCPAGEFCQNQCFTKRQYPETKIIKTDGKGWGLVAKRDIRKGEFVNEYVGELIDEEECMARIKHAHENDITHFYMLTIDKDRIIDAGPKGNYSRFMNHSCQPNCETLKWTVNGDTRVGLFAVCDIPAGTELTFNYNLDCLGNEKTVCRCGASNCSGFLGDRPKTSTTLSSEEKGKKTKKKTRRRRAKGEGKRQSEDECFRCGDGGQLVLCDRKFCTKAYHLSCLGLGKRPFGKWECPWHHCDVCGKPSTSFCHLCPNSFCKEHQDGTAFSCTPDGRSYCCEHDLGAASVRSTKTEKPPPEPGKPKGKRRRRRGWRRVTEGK
# SR-BI uptake up: activators of SR-BI mediated HDL lipid uptake; activation, % at 12.5 µM; CHO ldlA[mSR-BI] cells, DiI-HDL uptake fluorescence, 3 h; 100 = double the neutral-control signal; actives 0.096% (n = 320,000);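 active = mean replicate activation of at least 60% and every replicate at or above 60%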;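 note: 0% = median plate neutral-control signal and 100% = twice that signal; values of inactives mirror those of a sister screen read the other way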
#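 System: LDL receptor-deficient CHO ldlA cells overexpressing murine SR-BI | Timing: 3 h uptake period with compound, 37 °C | Medium: HEPES-buffered (25 mM, pH 7.4) F12 plus 0.5% BSA | Dosing: Single-point compound dose | Signal: Bottom-read fluorescence, 550/595 nm | Read-out: Retained DiI signal reflecting DiI-HDL uptake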
# SR-BI HDL uptake: mouse SR-BI HDL lipid transfer inhibition. actives 0.96% (n = 320,000). ldlA[mSR-BI] CHO cells, DiI-HDL uptake fluorescence, 3 h. inhibition, % at 12.5 µM. Q61009;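 active = mean replicate inhibition of at least 70% and a set share of replicates each scoring 70 or more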;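 note: 0% = median of neutral control wells and 100% = median of positive control wells; values of inactives mirror those of a sister screen read the other way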
# PfHsp90 yeast 2: reduces growth (ATP signal) of yeast expressing P. falciparum Hsp90; S. cerevisiae expressing PfHsp90, BacTiter-Glo ATP, 48 h; yeast lacking PDR1 and PDR3 efflux regulators; inhibition, % at 9.4 µM; actives 0.32% (n = 310,000);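 active = every replicate shows inhibition above about 80%, whatever the replicate mean, limit read from the data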;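 note: 0% = DMSO neutral controls and 100% = 20 µM radicicol positive controls; yeast relying on Plasmodium falciparum Hsp90 in place of its own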
# Rtt109 Vps75: inhibitors of Candida albicans Rtt109/Vps75 histone acetyltransferase; Q5AAJ8; purified Rtt109/Vps75, ThioGlo CoA-SH fluorescence, 4 h; inhibition, % at 34.9 µM; actives 0.16% (n = 330,000); AID 540336;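 active = inhibition of at least 50% in every replicate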
# dFosB act: activators of mouse delta FosB homodimer; activation, % at 25 µM; purified delta FosB, TAMRA-CDK5 oligo fluorescence polarization; percent of positive-control signal above neutral wells; actives 0.99% (n = 340,000); P13346;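 active = mean activation above about 17%, with every replicate also reaching it, limit read from the data, passing the limit was not always enough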;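 note: fluorescence polarization rise as delta FosB binds a TAMRA Cdk5 AP-1 oligo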
# MITF act: activators of MITF-driven TRPM1 promoter activity in SK-MEL-5 cells; SK-MEL-5 TRPM1-promoter luciferase, 24 h; % of positive control, neutral wells = 0; activation, % at 12.5 µM; actives 0.75% (n = 300,000); AID 588334;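 active = mean activation of at least 80% with every replicate also reaching 80%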;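 note: 0% = neutral control wells and 100% = parthenolide positive control wells; values of inactives mirror those of a sister screen read the other way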
# CAL PDZ FP-2: inhibitors of human CAL PDZ peptide binding. purified CAL PDZ, TMR-peptide fluorescence polarization, 1 h. inhibition, % at 24.9 µM. actives 0.92% (n = 300,000). Q9HD26. AID 602252;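 active = mean inhibition of at least 30% with at least half of replicates also reaching 30%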;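 note: 0% = DMSO neutral control and 100% = excess unlabeled competitor peptide PRC23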
# PvdQ inh: P. aeruginosa PvdQ acylase inhibition | inhibition, % at 10 µM | purified PvdQ acylase, fluorescence plate reader | AID 488965 | actives 0.063% (n = 340,000); in the data active = inhibition above about 30%, passing the limit was not always enough;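 note: 0% = vehicle neutral wells and 100% = reference inhibitor wells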
# * = called active by the depositor; / = no result given.
SMILES,CAL PDZ FP-1,NSD2 HMT inh,SR-BI uptake up,SR-BI HDL uptake,PfHsp90 yeast 2,Rtt109 Vps75,dFosB act,MITF act,CAL PDZ FP-2,PvdQ inh
CN1CCN(S(=O)(=O)c2cccc(C(=O)N(C)C(c3ccccc3)c3ccccc3)c2)CC1,-2.0,2,13,-13,/,6,1,5,-2,-5
C=CCn1c(SCC(=O)Nc2cccc(S(=O)(=O)N(C)c3ccccc3)c2)nnc1C1CC1,-2.3,1,-5,5,/,-3,-8,3,3,-3
COc1ccc(/C=N/NC(=O)CCn2cnc3ccccc32)cc1,-1.0,-1,12,-12,-2,2,3,/,-3,-2
CC12CCC(C(=O)Nc3ccc(SC(F)F)cc3)(CC1=O)C2(C)C (stereo unspecified),-6.0,-1,-2,2,-46,-1,-15,-5,-5,-12
CCOc1cccc(-c2c(C(=O)N/N=C/c3ccc(C)o3)nnn2-c2nonc2N)c1,-1.8,5,-44,44,1,-8,-7,6,5,-12
CCOC(=O)C(CC(=O)c1ccccc1)CC(=O)c1ccccc1,0.2,-7,11,-11,-8,-6,-1,87*,-13,-19
O=[N+]([O-])c1ccc(C(O)CN2CCN(c3ccccc3)CC2)cc1 (stereo unspecified),-0.1,-2,0,0,30,/,4,1,7,-12
CCc1[nH]nc2c1C(c1ccncc1)C(C#N)=C(N)O2 (stereo unspecified),-1.0,-3,10,-10,8,0,0,8,-2,-8
CCC1Oc2ccc(C)cc2N(CC(=O)N(Cc2cccnc2)Cc2ccc(C)o2)C1=O (stereo unspecified),-1.7,0,-21,21,2,6,-2,6,1,14
COc1cc(/C=N/NC(=O)/C(=C/c2ccccc2)CCO)ccc1O,-2.3,-2,-8,8,-45,-5,6,0,-3,-9
O=c1[nH]nc(-c2cccs2)c2ccccc12,-1.2,-2,-4,4,0,11,-3,0,5,-9
CN(CC(=O)Nc1ccc(F)cc1)C(=O)CN1C(=O)NC2(CCCc3ccccc32)C1=O (stereo unspecified),1.8,-1,8,-8,-36,-12,-2,-2,8,-13
Cc1cc(-c2ccccc2)nc(=O)[nH]1,-1.6,-5,10,-10,1,-5,-5,/,-2,5
CCOC(=O)C1(Cc2ccccc2)CCN(C2Cc3ccccc3C2)CC1,-1.2,2,-2,2,35,-1,-17,-5,/,-12
CC(=O)c1ccc(NC(=O)C(C)NCc2ccc(Cl)cc2)cc1 (stereo unspecified),-24,8,-10,10,-7,4,-17,-1,0,-8
C/C(=N\NC(=O)COc1c(C)cccc1C)c1cccs1,0.2,1,1,-1,3,0,8,13,0,-13
COc1cccc(CNS(=O)(=O)c2ccc(-n3cnnn3)c(C)c2)c1,-2.3,-2,1,-1,15,-2,-4,-7,-4,-8
O=c1cc(-c2ccco2)oc2ccc(Cl)cc12,-1.2,-1,3,-3,-29,-2,-10,49,-3,-12
CCCCCCn1c(SCC(=O)OC)nc2c1c(=O)[nH]c(=O)n2C,-3.8,/,-10,10,6,-9,2,/,-4,-9
COc1cccc(Sc2ccccc2CN(C)C)c1,-0.6,16,12,-12,-156,-6,0,/,/,-10
Cc1ccc(S(=O)(=O)N2CCN(C(=O)C3=COCCO3)CC2)cc1C,-0.5,4,/,/,6,13,-1,8,0,9
O=Cc1cn(CC(=O)N2CCCCC2)c2ccccc12,-2.4,-2,25,-25,-6,-6,1,-12,-1,-15
Clc1ccc(CN(Cc2ccc(Cl)cc2)c2nn[nH]n2)cc1,-2.1,-1,10,-10,-22,1,-6,23,-2,-11
Cc1nn(-c2ccccc2)c(C)c1C(=O)NCCc1ccc(Cl)cc1,-3.0,0,0,0,-3,3,-12,-9,-3,-17
Cc1cccc(CCNS(=O)(=O)c2ccc3c(c2)CCN3C(=O)CCC(=O)O)c1,-1.6,-1,3,-3,3,22,-9,3,2,9
Cc1ccc(CNC(=O)C(=O)NCC2OCCN2C(=O)c2cccs2)cc1 (stereo unspecified),-0.1,-5,2,-2,5,0,0,6,1,-4
Fc1ccccc1Nc1nc(Cl)nc(Cl)n1,-2.6,-2,9,-9,-44,-2,5,-4,-3,-8
O=C(CCN1CCOCC1)N1CCCC(Nc2ccc(F)cc2)C1 (stereo unspecified),0.0,2,-4,4,12,-1,-2,8,1,-9
COc1ccc(/C=C2/S/C(=N/S(=O)(=O)Cc3ccccc3)NC2=O)cc1OC,-1.3,/,/,/,22,19,-1,4,-6,9
CCCOc1cccc(CN2CCCCC2c2cccnc2)c1 (stereo unspecified),-2.3,1,-25,25,-18,7,-2,-2,-2,-17
COc1ccc(/C=C/C(=O)OCC(=O)NC(=O)NC(C)(C)C)cc1,-1.3,-1,4,-4,-10,1,-4,2,/,-10
O=C(CCc1nc(-c2ccc(F)cc2)no1)NCc1ccccc1CN1CCOCC1,-0.6,1,-22,22,6,-2,-1,5,-4,-2
COc1ccc(C(=O)C=Cc2cccs2)c(O)c1,-1.3,3,-6,6,-3,4,2,69,4,1
CCSCCc1nnc(NC(=O)Nc2cccc(C(F)(F)F)c2)s1,-1.4,7,-23,23,4,/,-1,-64,0,4
COc1ccc2c(c1)CCC1C2CCC2(C)C(O)C(=O)CC12 (stereo unspecified),-1.2,1,-2,2,/,-2,-6,5,/,-10
Cc1nc(SCCc2nc3ccccc3[nH]2)c2oc3ccccc3c2n1,0.8,/,41,-41,0,-3,6,1,-2,-5

# An excerpt from above with just PfHsp90 yeast 2, MITF act and PvdQ inh.
smiles	PfHsp90 yeast 2	MITF act	PvdQ inh
CCSCCc1nnc(NC(=O)Nc2cccc(C(F)(F)F)c2)s1	4	-64	4
Cc1ccc(CNC(=O)C(=O)NCC2OCCN2C(=O)c2cccs2)cc1 (stereo unspecified)	5	6	-4
COc1ccc(/C=C/C(=O)OCC(=O)NC(=O)NC(C)(C)C)cc1	-10	2	-10

# Next results
SMILES,CAL PDZ FP-1,NSD2 HMT inh,SR-BI uptake up,SR-BI HDL uptake,PfHsp90 yeast 2,Rtt109 Vps75,dFosB act,MITF act,CAL PDZ FP-2,PvdQ inh
COc1cccc(-c2nnc(-c3ccco3)o2)c1,0.3,23,15,-15,-15,3,-8,17,1,13
CC(C)Cc1oc(C(=O)O)cc1CN,-1.2,1,12,-12,1,/,12,-3,-3,5
CC(Nc1cc(C)cc(C)c1)=[N+](C)CCNS(=O)(=O)c1ccc(Cl)cc1,-1.4,1,-7,7,8,-3,-12,5,-4,-9
O=C(COc1ccccc1)Nc1ccc(S(=O)(=O)N2CCCC2)cc1,-1.3,/,-3,3,-18,-12,-14,19,/,-19
C#CCSc1nnc(-c2cc3c(C(F)(F)F)nn(C)c3s2)n1C,-1.6,-1,/,/,-7,6,2,2,4,8
O=C(COc1ccc(C(=O)c2ccccc2)cc1)Nc1ncccc1O,-1.0,/,16,-16,10,-4,-8,5,/,-21
Oc1ccc(C=NNC(=S)Nc2cccnc2)nc1,-1.2,-1,-9,9,5,8,-1,-22,-4,-23
O=C(NCC1CCCO1)c1ccccc1NC(=O)c1cccc2ccccc12 (stereo unspecified),-0.4,/,-32,32,-10,0,2,/,-1,-8
CC1CCCCC12NC(=O)N(CC(=O)OCC(=O)N(C)C1CCCCC1)C2=O (stereo unspecified),-0.5,-2,8,-8,-6,5,-5,2,0,8
Cc1cc(C)nc(N2CCN(S(=O)(=O)c3ccc(F)cc3)CC2)n1,-0.7,-7,-14,14,-13,-3,-2,/,-4,-14
CC1(C)OC(=O)C2(Cc3ccccc3N3CCCCC32)C(=O)O1 (stereo unspecified),0.2,-3,15,-15,-10,23,-13,-13,-5,10
N#CC(C(=O)CCN1C(=O)C2CC=CCC2C1=O)c1nc2ccccc2[nH]1 (stereo unspecified),0.5,2,12,-12,-6,-2,-6,0,-3,-5
C[C@H]1CN=C(N(C)C)N1CCCCc1ccccc1,-1.1,/,39,-39,0,10,1,17,-3,17
CCOc1ccc(S(=O)(=O)N2CCN(C(=O)CN3C(=O)NC4(CCCC4)C3=O)CC2)cc1,-3.2,0,1,-1,/,-14,-2,9,-3,-11
CCOc1ccc(C(C)=O)cc1NC(=O)/C=C\C(=O)O,-2.9,-1,-10,10,11,-2,-1,8,-3,-8
C[C@@H]1CN([C@H](C)CO)C(=O)c2cc(NS(=O)(=O)c3ccc(F)cc3)ccc2O[C@@H]1CN(C)Cc1ccc(Cl)c(Cl)c1,-0.4,/,9,-9,4,3,3,0,-3,8
CCOc1c2ccc(C(=O)N[C@H](C)C3CCCCC3)cc2nn1CC,-1.0,/,-34,34,-1,5,8,-5,-3,2
CCOC(=O)c1c(NC(C)=O)sc2c(OCC(O)CN(CC)CC)c(Br)ccc12 (stereo unspecified),-7.4,12,-83,83*,9,39,-27,-4,6,3
N=c1n(N)c2ccccc2n1CC(=O)c1ccc(Br)cc1,-1.1,-5,32,-32,-40,-16,-6,/,11,-1
COc1cccc(/C=N/n2c(N)c(S(=O)(=O)c3cccs3)c3nc4ccccc4nc32)c1,-0.6,0,20,-20,-4,-9,0,/,1,9

# Profiles from above. Screens in order: CAL PDZ FP-1, NSD2 HMT inh, SR-BI uptake up, SR-BI HDL uptake, PfHsp90 yeast 2, Rtt109 Vps75, dFosB act, MITF act, CAL PDZ FP-2, PvdQ inh
# Listed for CCOc1ccc(S(=O)(=O)N2CCN(C(=O)CN3C(=O)NC4(CCCC4)C3=O)CC2)cc1 : -3.2, 0, 1, -1, /, -14, -2, 9, -3, -11
# Listed for C[C@H]1CN=C(N(C)C)N1CCCCc1ccccc1 : -1.1, /, 39, -39, 0, 10, 1, 17, -3, 17
# Listed for N=c1n(N)c2ccccc2n1CC(=O)c1ccc(Br)cc1 : -1.1, -5, 32, -32, -40, -16, -6, /, 11, -1

# As entered above.
# Entry of CCOC(=O)C(CC(=O)c1ccccc1)CC(=O)c1ccccc1 in MITF act: 87*
# Entry of CCC1Oc2ccc(C)cc2N(CC(=O)N(Cc2cccnc2)Cc2ccc(C)o2)C1=O (stereo unspecified) in CAL PDZ FP-2: 1
# Entry of O=C(COc1ccccc1)Nc1ccc(S(=O)(=O)N2CCCC2)cc1 in CAL PDZ FP-1: -1.3
# Entry of Clc1ccc(CN(Cc2ccc(Cl)cc2)c2nn[nH]n2)cc1 in Rtt109 Vps75: 1

# Compound activity: PubChem, Broad Institute
